Compound activity (PubChem BioAssay)
CaV13 FRET inh – Primary screen for inhibitors of IQ motif and Ca2+-dependent inactivation inhibitor domain binding in CACNA1D, Förster resonance energy transfer in living cells, …. HEK cells, CFP/YFP FRET ICDI-IQ, plate reader, 10 min; percent FRET-ratio fall versus neutral wells. inhibition, % at 12.3 µM. 0.098% of 340,000 active. AID 743397;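 active = mean replicate inhibition of at least 30% and at least 1% of replicates passing that level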;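 note: 0% = median of the neutral control wells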
aDG glyco up – increases alpha dystroglycan glycosylation; AID 624168; Pro5-aDG cells, alpha-DG glycosylation AlphaScreen (IIH6); 0% Pro5, 100% B10-LARGE cell signal; activation, % at 10 µM; 0.22% of 360,000 active;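 active = activation of at least 8% versus controls, or a plate z-score of at least 8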;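 note: Pro5 are CHO cells carrying HIG-tagged alpha-DG that lacks glycosylation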
MC4R barr agon – agonists of human melanocortin 4 receptor (MC4R) beta-arrestin. P32245. U2OS MC4R beta-arrestin complementation, luminescence; percent of melanotan II response, DMSO zero. activation, % at 8.9 µM. 0.98% of 360,000 active. AID 540308;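 active = activation above a per-plate cutoff, the mean activation of sample wells on that plate plus 3 SD, cut at about 8% in these data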
Vif imaging – inhibitors of HIV Vif; HEK293T cells, Vif self-association by quenched fluorescence, imaging, 24 h; inhibition, % at 7.49 µM; 0.35% of 340,000 active; in the data active = inhibition above about 50%, passing the limit was not always enough; note: some results filed as inactive read as strong as hits
N-glyco inh – N-linked glycosylation inhibition; reporter increase, % at 12.5 µM; D54 ERlucT glycosylation luciferase reporter, 24 h; percent of 100 nM tunicamycin response; AID 588692; 0.23% of 360,000 active;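 active = mean luciferase reporter signal, scaled so untreated is 0 and the glycosylation-blocking control 100, at or above a set limit in every replicate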;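 note: luciferase carries N-glycosylation sites so blocking glycosylation raises the light; 0% = median of neutral control wells and 100% = median of 100 nM tunicamycin wells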
MC4R antagonist – antagonists of human melanocortin 4 receptor (MC4R); 0.48% of 360,000 active; P32245; AID 540295; inhibition, % at 6.5 µM; MC4R-expressing cells, MTII-stimulated cAMP, LANCE TR-FRET;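 active = inhibition above its plate's cutoff, the mean of tested wells on that plate plus 3 SD, cut at about 29% in these data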;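 note: 0% = Melanotan II alone and 100% = Melanotan II plus saturating MCL0020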
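System – human MC4R-expressing U2OS cells · Also added – Melanotan II · Dosing – one concentration, 6.5 µM nominal · Timing – 30-min compound, 1-h challenge, 1-h detection, room temperature · Measured by – Eu-cAMP/anti-cAMP TR-FRET, emission 671 nm · Replicates – singlicate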
ABCB6 inh MLPCN – human ABCB6 transporter inhibition | K562-ABCB6 porphyrin accumulation, flow cytometry, 1 h; hits give low values | fluorescence ratio to DMSO, % at 10 µM | 0.19% of 360,000 active;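 active = fluorescence ratio to DMSO below 75%, the collection mean minus 3 SD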;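 note: signal is porphyrin accumulated inside mitochondria; 100% equals median channel fluorescence of DMSO control wells; lower ratio means ABCB6 inhibition with less porphyrin fluorescence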
Target sequence (Q9NP58 whole entry, looked up): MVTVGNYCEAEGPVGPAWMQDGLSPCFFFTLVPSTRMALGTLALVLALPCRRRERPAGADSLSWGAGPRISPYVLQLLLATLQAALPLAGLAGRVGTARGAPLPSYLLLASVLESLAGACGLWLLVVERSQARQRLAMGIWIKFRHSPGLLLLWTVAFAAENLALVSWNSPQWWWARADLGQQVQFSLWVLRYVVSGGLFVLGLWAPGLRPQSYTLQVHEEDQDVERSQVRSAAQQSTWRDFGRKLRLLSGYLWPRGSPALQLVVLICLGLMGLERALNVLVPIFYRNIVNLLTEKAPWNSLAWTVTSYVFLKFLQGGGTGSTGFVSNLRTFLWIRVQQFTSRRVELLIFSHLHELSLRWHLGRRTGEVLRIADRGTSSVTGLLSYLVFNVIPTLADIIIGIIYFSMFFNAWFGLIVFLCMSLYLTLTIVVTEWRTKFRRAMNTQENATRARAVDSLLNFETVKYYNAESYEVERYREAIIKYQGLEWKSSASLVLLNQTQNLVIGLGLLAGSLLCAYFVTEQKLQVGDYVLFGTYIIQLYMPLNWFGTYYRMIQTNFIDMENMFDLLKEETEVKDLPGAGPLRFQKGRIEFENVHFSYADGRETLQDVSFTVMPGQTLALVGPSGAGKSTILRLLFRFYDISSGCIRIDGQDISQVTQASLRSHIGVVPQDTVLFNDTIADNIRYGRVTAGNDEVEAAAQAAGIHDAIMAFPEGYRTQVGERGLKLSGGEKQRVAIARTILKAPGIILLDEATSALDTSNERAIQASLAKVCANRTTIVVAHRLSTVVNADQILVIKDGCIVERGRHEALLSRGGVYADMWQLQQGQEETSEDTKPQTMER
HTR2A ag – mouse HTR2A agonism via beta-arrestin recruitment; CHO-K1 mHTR2A beta-arrestin complementation, luminescence; percent of 30 µM serotonin response; P35363; 0.66% of 360,000 active; activation, % at 7.6 µM;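 active = activation above a run cutoff, the mean activation of all tested compounds plus 3 SD, cut at about 14% in these data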;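 note: 0% = plate median of compound wells and 100% = 30 µM serotonin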
PDI inh – blocks human protein disulfide isomerase activity. PDI insulin aggregation turbidity, A650, 90 min. 0.052% of 350,000 active. AID 588391. inhibition, % at 10 µM;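 active = mean inhibition across replicates of 30% or more, whatever share of single replicates reach that level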;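 note: absorbance from insulin aggregation driven by PDI reduction with DTT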
H9c2 protect – myocardial damage modulation in H9c2 cells; protection from H2O2 cell death, % at 20 µM; H9c2 cardiomyocytes, H2O2 injury protection, ATPLite, 2 h; AID 588492; 0.63% of 360,000 active;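 active = compounds giving at least 50% protection of heart cells from peroxide-induced death in the single-dose screen, raw or plate-pattern-corrected value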;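 note: 0% = DMSO wells with peroxide and 100% = DMSO wells without peroxide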
* = called active by the depositor; . = not tested or not shown.

SMILES | CaV13 FRET inh | aDG glyco up | MC4R barr agon | Vif imaging | N-glyco inh | MC4R antagonist | ABCB6 inh MLPCN | HTR2A ag | PDI inh | H9c2 protect
CN(CCc1ccccc1)C(=O)c1cccc(NC(=O)Cc2cccc(NC(=O)C3CCN(C(=O)C4CCC4)CC3)c2)c1 | -9 | -0.2 | 2.1 | -6 | 0 | 9 | 96 | 7 | 0 | -15
COC(=O)[C@]12CCCCC=C1N(Cc1cccc3ccccc13)C(=O)[C@H](CC(=O)NCc1ccc(C)o1)C2 | -10 | 0.1 | . | . | . | . | 98 | -4 | . | .
CC(C)=CC(=O)N1CCC(N2CCC(C(=O)N3CCOCC3)CC2)CC1 | -7 | 0.0 | -1.0 | -3 | -1 | 0 | 91 | -3 | 0 | 8
CCCc1nnc(NC(=O)CCCN2C(=O)c3ccccc3C2=O)s1 | 3 | -0.2 | -1.1 | 14 | 1 | 1 | 99 | 2 | 4 | 33
CCOC(=O)c1nn(-c2ccccc2C)c(=O)cc1OCC(=O)Nc1cccc(OC)c1 | -14 | -0.1 | 7.3 | -9 | 0 | 14 | 102 | 3 | -3 | 0
Cc1ccc(Cn2ncn3c(cc4ccccc43)c2=O)cc1 | . | 0.7 | 1.6 | 3 | -2 | 9 | 105 | -5 | -1 | -5
O=C(NN(CC(O)COc1ccccc1)CC(O)COc1ccccc1)c1ccccc1 (stereo not drawn) | -33 | -0.1 | 2.0 | 2 | 2 | 16 | 108 | -7 | 1 | 6
Cc1cc(C)n2c(=S)[nH]nc2n1 | -5 | -0.2 | 0.1 | 7 | 2 | 2 | 93 | 5 | -2 | 14
C/C(=N\NC(=S)NC(C)C)c1ccc(C(C)(C)C)cc1 | -6 | 3.2 | -2.2 | -5 | -2 | -5 | 97 | -4 | 4 | -16
CSCCC(NC(=O)c1ccccc1Cl)C(=O)N1CCN(C(c2ccccc2)c2ccccc2)CC1 (stereo not drawn) | . | 0.1 | 0.9 | . | . | 19 | 95 | -6 | -4 | -2
O=C(Nc1ccc2ccccc2c1)c1ccccc1Cl | -5 | 0.2 | -2.9 | . | -11 | 8 | 101 | 0 | -7 | -14
COc1ccc(CCNC(=O)COc2ccc(S(=O)(=O)N3CCOCC3)cc2C)cc1 | -7 | 0.0 | 0.4 | -18 | 1 | -1 | 94 | 4 | -12 | 2
Cc1cc(C)n(-c2nc3ccccc3c(=O)n2OCC(=O)N(C)C)n1 | -2 | 0.0 | 0.5 | -3 | 2 | 3 | 94 | 0 | -9 | -3
CCOC(=O)c1sc(NC(=O)CSc2ncn[nH]2)c(C#N)c1C | -9 | -0.1 | -1.5 | . | -2 | -5 | 97 | -4 | 2 | -1
O=S(=O)(c1ccc(NC(=S)NN=C2CCCCC2)cc1)N1CCOCC1 | -3 | -0.3 | -2.1 | 7 | 3 | 0 | 100 | 0 | 0 | 5
O=C(c1cccc(F)c1)N1CCC(N2CCOCC2)CC1 | -7 | 0.5 | 1.6 | -3 | 0 | 7 | 95 | 0 | -5 | 6
c1ccc(C2=NN(c3ccccc3)CC2)cc1 | -4 | 0.0 | 2.5 | 28 | -4 | 4 | 103 | 1 | -3 | -8
COc1ccccc1Nc1ncnc2nc[nH]c12 | -5 | 0.6 | 0.3 | -4 | 0 | 12 | 94 | -1 | 5 | -1
COc1ccc(C(=O)NCCCNC(=O)c2cc3ccccc3[nH]2)cc1OC | -18 | 0.2 | 0.9 | 10 | 1 | -4 | 96 | -5 | 5 | 4
CC(C)Cn1cnc2c(SCc3ccccc3)nc(N)nc21 | -4 | 0.2 | -1.1 | 3 | 0 | 3 | 95 | -1 | 0 | 0
CCCC(=O)N1CCC1(C)C(=O)Nc1ccc(C)cc1 (stereo not drawn) | -5 | -0.4 | 1.1 | -1 | -1 | 0 | 95 | 4 | 7 | 9
CCCCn1c(SCC(=O)NNC(=O)c2ccco2)nnc1-c1ccco1 | -22 | 0.2 | -1.4 | 1 | 1 | -2 | 98 | -3 | 1 | -1
Cc1ccccc1NC1=C(Cl)C(=O)N(C2CCCCC2)C1=O | -7 | 0.0 | 3.6 | 4 | -4 | 4 | 101 | 2 | -6 | -6
Cc1ccc(-n2ncc3c(=O)n(CC(=O)N4CCN(c5ccccc5)CC4)cnc32)cc1C | -1 | 0.9 | 1.7 | -3 | 0 | -2 | 98 | 3 | -1 | -2
Cc1cc(SCC(=O)N(C)C2CCCCC2)nc2ccccc12 | -3 | 0.4 | 5.7 | -4 | 0 | 8 | 97 | 4 | -16 | -4
Other entries:
SMILES | CaV13 FRET inh | aDG glyco up | MC4R barr agon | Vif imaging | N-glyco inh | MC4R antagonist | ABCB6 inh MLPCN | HTR2A ag | PDI inh | H9c2 protect
CC(=O)N[C@@H](C)C(=O)OC(C)C(=O)Nc1cccc([N+](=O)[O-])c1 (stereo partly drawn) | -11 | 0.2 | -0.6 | 5 | 0 | 2 | 92 | 2 | 1 | 5
CSc1ncc(CN2CCN(C3CCCC3)C(CCO)C2)cn1 (stereo not drawn) | -17 | -0.1 | -2.3 | 1 | -1 | 2 | 95 | -2 | 0 | 0
COc1cccc2[nH]c(C(=O)NC(C)c3ccccc3)cc12 (stereo not drawn) | -1 | 0.1 | 0.3 | 2 | -1 | 5 | 96 | -2 | -2 | -6
CC1CCCC(C)N1C(=O)COC(=O)CCC(=O)c1ccc(F)cc1 (stereo not drawn) | -5 | 0.0 | -1.4 | 9 | 1 | 2 | 99 | -3 | -3 | -2
COC(=O)[C@H]1[C@H](C(=O)OC)[C@@H](C(=O)OC)N(c2ccc(OC)cc2)[C@@H]1C(=O)OC | -5 | -0.1 | -1.5 | -7 | 2 | -5 | 79 | -6 | 7 | -1
CSc1ccc(/C=N/N2CCN(Cc3ccc(C)cc3C)CC2)cc1 | -3 | -0.2 | 1.8 | 3 | 2 | 21 | 100 | -1 | 10 | -4
O=C1CC2(CON=C2c2ccc(F)cc2)C(=O)N1c1ccc(F)cc1 (stereo not drawn) | . | -0.1 | -1.4 | . | 0 | 0 | 105 | 4 | 6 | -1
COc1ccc(CC(=O)Nc2ccc(C(=O)NC(C)(C)C)cc2)cc1 | -2 | -0.1 | 1.9 | -2 | 0 | 14 | 98 | -1 | 1 | 4
CC(=O)NC(Cc1ccccc1)C(=O)OCC(=O)c1ccc(Cl)cc1 (stereo not drawn) | -5 | 0.2 | 0.0 | 1 | 1 | 5 | 83 | 2 | 10 | 1
O=C(NO)C1CC2C=CC1C2 (stereo not drawn) | -5 | -0.1 | -0.4 | 2 | 2 | 8 | 102 | 1 | 4 | -3
CCOC(=O)[C@]12CCCC=C1N(Cc1cccc3ccccc13)C(=O)[C@H](CC(=O)N1CCC(c3ccccc3)CC1)C2 | -5 | -0.1 | . | . | . | . | 92 | 17* | . | .
CCOc1ccc(NS(=O)(=O)c2ccc(C(=O)N3CCN(C(C)=O)CC3)cc2)cc1 | . | 0.0 | -2.8 | 0 | 1 | 12 | 96 | -6 | -5 | 0
COc1ccc(CSc2nnc(C)n2N)cc1[N+](=O)[O-] | -7 | 0.0 | 0.1 | 19 | 0 | 1 | 97 | 7 | 12 | 3
CC(C)c1ccc(C2=C(O)c3ccccc3C(=O)C2=O)cc1 | -5 | -0.1 | -0.3 | -3 | 2 | 1 | 102 | -1 | -10 | -3
CCCCn1c(N)c(N(CCOC)C(=O)c2cc(=O)[nH]c3ccccc23)c(=O)[nH]c1=O | -15 | -0.1 | 0.0 | 14 | 3 | 3 | 102 | 1 | 2 | -7
O=C(O)c1ccc(COc2ccccc2/C=C2/NC(=O)N(c3cccc(Cl)c3)C2=O)cc1 | -14 | 0.1 | -0.6 | -3 | -1 | 4 | 86 | 1 | -6 | -3
CCNc1cc2c(cc1O)CCC1C2CCC2(C)C(O)CCC12 (stereo not drawn) | -7 | 0.0 | -3.7 | -1 | 10 | -26 | 101 | -1 | 5 | 48
COc1ccccc1N1CCN(C(=O)c2ccc(Cl)c(S(=O)(=O)N3CCOCC3)c2)CC1 | . | 0.1 | -0.8 | 0 | -1 | 2 | 90 | 4 | 7 | 11
Cc1ccc2nc(SCC(=O)NCc3ccccc3)nc(=O)n2c1 | -5 | -0.1 | -6.2 | -3 | 1 | -2 | 96 | 1 | -11 | 4
CC(=O)c1sc(Nc2ccccn2)nc1C | -4 | -0.3 | -1.2 | 4 | 17 | 8 | 96 | -3 | 1 | 14
Cc1nc2ccc(NS(=O)(=O)c3ccc(F)c(F)c3F)cc2s1 | -2 | 0.3 | -3.4 | -3 | 4 | 4 | 94 | 0 | -2 | -10
C[C@H](CO)N1C[C@H](C)[C@@H](CN(C)C)Oc2c(NS(=O)(=O)c3ccc(F)cc3)cccc2C1=O | -5 | 0.1 | -0.9 | -11 | 2 | 5 | 102 | 2 | 4 | 1
COc1ccc(NC(=O)C2C3CCC(O3)C2C(=O)O)c(C)c1 (stereo not drawn) | -20 | 0.0 | -1.4 | 8 | 1 | 14 | 99 | -7 | 3 | 6
CCOC1=C2[C@H](c3ccccc3)N(S(=O)(=O)c3ccccc3)C[C@H]2n2c(=O)n(-c3ccccc3)c(=O)n2C1 | -6 | -0.1 | . | 10 | 1 | . | 100 | -2 | . | 1
CCOC(=O)N1CCN(C(=O)/C=C/c2c(C)nn(-c3ccc(F)cc3)c2Cl)CC1 | -5 | 0.8 | 0.7 | 0 | -1 | 6 | 95 | 2 | 2 | 14

2 compounds from above, limited to MC4R antagonist and aDG glyco up.
molecule | MC4R antagonist | aDG glyco up
CSc1ccc(/C=N/N2CCN(Cc3ccc(C)cc3C)CC2)cc1 | 21 | -0.2
Cc1cc(C)n(-c2nc3ccccc3c(=O)n2OCC(=O)N(C)C)n1 | 3 | 0.0

Following part.
SMILES | CaV13 FRET inh | aDG glyco up | MC4R barr agon | Vif imaging | N-glyco inh | MC4R antagonist | ABCB6 inh MLPCN | HTR2A ag | PDI inh | H9c2 protect
COc1ccccc1CNc1nc2nc(C)c(C)c(=O)n2[nH]1 | . | -0.3 | -0.8 | -3 | 1 | 9 | 97 | 0 | -2 | -1
COc1ccc(CCNC(=O)C2CCN(C(=O)c3ccc(Cl)cc3)CC2)cc1 | -1 | 0.1 | -0.3 | 4 | -1 | 0 | 95 | 3 | 3 | 3
N#Cc1nc(-c2cccs2)oc1N1CCN(Cc2ccccc2)CC1 | -9 | -0.3 | 1.0 | -2 | -3 | 13 | 104 | -8 | -3 | -14
O=C(Nc1ccccn1)C(c1ccccc1)c1ccccc1 | -10 | -0.2 | -0.3 | 2 | 2 | 15 | 96 | 5 | -1 | 9
CN(CCCNC(=O)CCC(=O)N1CCOc2ccccc21)Cc1ccccc1 | -6 | -0.1 | -0.4 | 4 | 0 | 1 | 99 | 0 | . | 8
COc1ccc(C(=O)N2CCOC2CNC(=O)C(=O)NCc2ccccn2)cc1 (stereo not drawn) | -13 | -0.4 | -1.2 | 13 | 2 | 7 | 93 | 7 | -2 | 2
COCCCN(CC(=O)O)S(=O)(=O)c1cccc(Cl)c1 | -4 | -0.3 | -3.8 | -3 | 1 | 6 | 97 | -2 | 1 | 0
CN(C(=O)COC(=O)C12CC3CC(CC(Cl)(C3)C1)C2)c1ccccc1 | -5 | -0.1 | 6.6 | -11 | 0 | 0 | 106 | 2 | -2 | 0
